High-throughput results: PubChem BioAssay, Broad Institute
ERp5 inh: inhibitors of human ERp5; Q15084; ERp5 insulin aggregation, absorbance 650 nm, 90 min; inhibition, % at 9.99 µM; 350,000 compounds, 0.05% hits; AID 651711;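 active = mean replicate inhibition above about 25%, with every replicate also reaching it, limit read from the data, passing the limit was not always enough; inconclusive = only one of those two criteria met; inactive = neither criterion met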
S100A4 MyoIIA: S100A4-myosin IIA interaction inhibition; P26447; S100A4/TAMRA-MyoIIA peptide fluorescence polarization; inhibition, % at 10.7 µM; 360,000 compounds, 0.14% hits;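 active = mean inhibition of at least 70% across replicates, with every replicate also reaching that level; inconclusive = mean inhibition reaches 70% but some replicates fall short; inactive = mean inhibition below 70%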
Target sequence (P26447 whole entry, looked up): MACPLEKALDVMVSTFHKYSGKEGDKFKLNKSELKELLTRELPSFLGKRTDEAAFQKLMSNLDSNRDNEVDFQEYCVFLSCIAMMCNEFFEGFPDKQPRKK
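Material: S100A4 monomer (human). Medium: Calcium-containing HEPES buffer, pH 7.2. Probe or stimulus: labelled myosin peptide probe, 5 nM. Compound dosing: one concentration per compound. Timing: polarization read 5 min after assay mix addition, stable 5–60 min. Benchmarks: DMSO as neutral control, TFP as positive control.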
C2C12 statin: suppression of simvastatin myotoxicity; C2C12 myotubes + simvastatin, ATP luminescence, 48 h; scaled: DMSO 0, geranylgeraniol control 100; rescue of ATP level, % at 7.49 µM; 330,000 compounds, 0.78% hits; AID 602340;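 active = mean ATP rescue above about 67%, or every replicate alone reaching that limit, limit read from the data, passing the limit was not always enough; inconclusive = no clear call, values can overlap the other calls; inactive = mean under the limit and some replicate under it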;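 also: myotubes were challenged with 10 µM simvastatin during compound exposure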
E-sel inducer: induces E-selectin expression in human endothelial cells. 260,000 compounds, 0.37% hits. P16581. HUVEC E-selectin immunofluorescence imaging; normalized: neutral wells 0, TNF-alpha wells 100. AID 686992. activation, % at 7.58 µM;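 active = mean E-selectin-positive cell signal at least 10% of the positive control, reached in at least 60% of replicates, without over 20% cell loss; inconclusive = no rule given, readout overlaps actives, possibly toxicity-flagged; inactive = the rest, including those meeting only one limit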;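 also: in these data hits start at about 27%; measured in HUVEC primary endothelial cells; signal is the percent of cells scored E-selectin positive by PE staining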
Target sequence (P16581 whole entry, looked up): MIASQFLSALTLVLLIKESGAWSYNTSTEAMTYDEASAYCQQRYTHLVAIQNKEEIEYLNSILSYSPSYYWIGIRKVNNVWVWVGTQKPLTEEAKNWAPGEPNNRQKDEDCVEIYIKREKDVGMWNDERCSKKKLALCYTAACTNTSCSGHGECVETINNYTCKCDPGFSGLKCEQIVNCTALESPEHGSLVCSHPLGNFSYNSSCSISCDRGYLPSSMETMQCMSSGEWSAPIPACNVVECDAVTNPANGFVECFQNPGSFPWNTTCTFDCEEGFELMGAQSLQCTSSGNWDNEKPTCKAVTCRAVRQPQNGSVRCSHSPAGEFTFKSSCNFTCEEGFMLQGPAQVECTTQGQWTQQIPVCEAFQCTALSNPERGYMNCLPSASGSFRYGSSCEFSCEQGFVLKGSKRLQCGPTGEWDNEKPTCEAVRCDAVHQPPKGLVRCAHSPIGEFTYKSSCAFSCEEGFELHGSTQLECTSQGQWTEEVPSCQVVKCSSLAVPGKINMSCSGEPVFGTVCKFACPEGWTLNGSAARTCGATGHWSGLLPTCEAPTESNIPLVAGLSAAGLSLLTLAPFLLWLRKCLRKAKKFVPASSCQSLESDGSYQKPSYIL
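System: HUVEC / Compound: single concentration / Signal: immunofluorescence imaging / Read-out: percent E-selectin-positive cells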
SIRT5 inh: blocks human SIRT5 desuccinylation of peptide. Q9NXA8. Purified SirT5, succinyl-peptide AMC, trypsin-coupled fluorescence. inhibition, % at 15 µM. 330,000 compounds, 1.1% hits. AID 652115; in the data active = inhibition above about 15%; inconclusive = no clear call, values can overlap the other calls
Target sequence (Q9NXA8 whole entry, looked up): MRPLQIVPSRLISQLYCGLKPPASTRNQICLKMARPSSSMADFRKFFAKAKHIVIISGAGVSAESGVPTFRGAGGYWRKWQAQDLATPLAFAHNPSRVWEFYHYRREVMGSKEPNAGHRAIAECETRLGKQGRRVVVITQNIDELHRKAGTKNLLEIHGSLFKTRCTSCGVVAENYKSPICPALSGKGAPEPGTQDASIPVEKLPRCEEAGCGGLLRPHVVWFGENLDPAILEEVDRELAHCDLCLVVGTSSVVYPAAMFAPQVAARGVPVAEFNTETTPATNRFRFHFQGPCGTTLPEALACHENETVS
DENV2 CPE rescue: DENV2-induced cell death inhibition. DENV2-infected cells, cytopathic effect rescue, plate reader. CPE inhibition, % at 9.99 µM. AID 651640. 350,000 compounds, 1.7% hits; in the data active = CPE inhibition above about 20%, passing the limit was not always enough; inconclusive = no clear call, values can overlap the other calls; tested in BHK-21 cells;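 also: 0% = median of neutral control wells and 100% = median of positive control wells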
PglD DTNB: blocks C. jejuni PglD acetyltransferase activity; inhibition, % at 12.5 µM; 360,000 compounds, 0.098% hits; purified PglD enzyme, DTNB colorimetric CoA detection; in the data active = inhibition above about 16%, passing the limit was not always enough; inconclusive = no clear call, values can overlap the other calls; also: strong numbers were not always called active
* = called active by the depositor; & = joins results of further samples; ! = repeats disagree. Not all compounds are listed; the hit share may differ from the screen's.

How did COc1ccc(Cc2nc3ccc(C(=O)NCCc4ccccn4)cc3o2)cc1OC do in these assays?
ERp5 inh: 2; S100A4 MyoIIA: -1; C2C12 statin: 11; E-sel inducer: 0.1; SIRT5 inh: -1; DENV2 CPE rescue: 5; PglD DTNB: 0

How did O=C(CN1CCN(S(=O)(=O)c2ccc(F)cc2)CC1)c1ccc(O)c(O)c1 do in these assays?
ERp5 inh: 0; S100A4 MyoIIA: 5; E-sel inducer: -0.1; SIRT5 inh: -1; DENV2 CPE rescue: -5

How did Cc1ccc2c(CN(C)Cc3ccccc3)cc(=O)oc2c1 do in these assays?
ERp5 inh: 7; S100A4 MyoIIA: -2; C2C12 statin: 12; E-sel inducer: 0.0; SIRT5 inh: 13; DENV2 CPE rescue: 1; PglD DTNB: 7

Results for COc1ccc(NS(=O)(=O)c2ccc(NC(=O)c3ccccn3)cc2)cc1 ?
ERp5 inh: 5; S100A4 MyoIIA: 1; C2C12 statin: -6; E-sel inducer: -0.9; SIRT5 inh: 0; DENV2 CPE rescue: 6; PglD DTNB: 3

Results for Cn1cc(C(=O)N/N=C/c2ccc(Br)c([N+](=O)[O-])c2)c2ccccc21 ?
ERp5 inh: 7; S100A4 MyoIIA: -7; SIRT5 inh: -4; DENV2 CPE rescue: -9; PglD DTNB: 5

How did CS(=O)(=O)c1ccc(-c2cn3cc(C(=O)O)ccc3n2)cc1 do in these assays?
ERp5 inh: 2; S100A4 MyoIIA: 3; C2C12 statin: -2; SIRT5 inh: -20; DENV2 CPE rescue: -11; PglD DTNB: -4

Results for O=C(C1CCC1)N1CC(=O)N2[C@H](CO)[C@@H](c3ccc(C#Cc4cccc(F)c4)cc3)[C@H]2C1 ?
ERp5 inh: 6; E-sel inducer: 0.3; SIRT5 inh: 1; DENV2 CPE rescue: 5

How did CC1C/C(=N/Nc2nc3ccccc3[nH]2)CC(C)(C)C1 (centres undefined) do in these assays?
ERp5 inh: -1; S100A4 MyoIIA: 5; SIRT5 inh: -2; DENV2 CPE rescue: -2

What do the screens show for `O=C(/C=C/c1cccs1)c1cc(Cl)ccc1O`?
ERp5 inh: 3; S100A4 MyoIIA: -6; C2C12 statin: -4; E-sel inducer: 1.6; SIRT5 inh: -3; DENV2 CPE rescue: -1; PglD DTNB: 2

How did CS(=O)(=O)N(CC(=O)N1CCCCC1)c1ccc2c(c1)OCO2 do in these assays?
ERp5 inh: 0; S100A4 MyoIIA: -20; C2C12 statin: 14; SIRT5 inh: 1; DENV2 CPE rescue: -1; PglD DTNB: 0

Results for CC(CCc1ccccc1)NC(=O)CN1CCN(Cc2ccc(Cl)cc2)C1=O (centres undefined) ?
ERp5 inh: 5; S100A4 MyoIIA: -7; C2C12 statin: 67*; E-sel inducer: -0.3; DENV2 CPE rescue: -2; PglD DTNB: -2

How did CCOP(=O)(c1ccccc1)C(O)c1ccc(F)cc1 (centres undefined) do in these assays?
ERp5 inh: -5; S100A4 MyoIIA: 10; E-sel inducer: -0.9; SIRT5 inh: -3

What do the screens show for `Cn1c(=O)c2c(SCCN3CCOCC3)nc(C3CCCC3)nc2n(C)c1=O`?
ERp5 inh: -1; S100A4 MyoIIA: 9; E-sel inducer: -0.2; SIRT5 inh: -4; DENV2 CPE rescue: -4

How did COCC#Cc1ccc2c(c1)O[C@@H](CN(C)C(=O)CN(C)C)[C@@H](C)CN([C@H](C)CO)S2(=O)=O do in these assays?
ERp5 inh: -1; S100A4 MyoIIA: 8; C2C12 statin: -3; E-sel inducer: 1.0; SIRT5 inh: 2; DENV2 CPE rescue: 14; PglD DTNB: 1

How did Nc1cccc2c(O)cccc12 do in these assays?
ERp5 inh: 2; S100A4 MyoIIA: -2; E-sel inducer: 0.4; SIRT5 inh: 0; DENV2 CPE rescue: 32*

Results for Cc1ccc(S(=O)(=O)N[C@@H]2CC[C@@H](CC(=O)N3CCc4ccccc4C3)O[C@@H]2CO)cc1 ?
ERp5 inh: 0; S100A4 MyoIIA: -3; C2C12 statin: -6; E-sel inducer: -0.1; SIRT5 inh: -2; DENV2 CPE rescue: inconclusive; PglD DTNB: 11

Results for CNC[C@@H]1Oc2ccc(N)cc2CC(=O)N([C@H](C)CO)C[C@H]1C ?
ERp5 inh: 11; S100A4 MyoIIA: 8; E-sel inducer: -0.1; SIRT5 inh: -5; DENV2 CPE rescue: -3

Results for O=C(CSc1nc2[nH]ncc2c(=O)[nH]1)Nc1ccccc1 ?
ERp5 inh: 11; S100A4 MyoIIA: -14; E-sel inducer: 0.9; SIRT5 inh: -1; DENV2 CPE rescue: 0

Results for CN(C)C(CNC(=O)c1ccc2nccnc2c1)c1ccco1 (centres undefined) ?
ERp5 inh: 3; S100A4 MyoIIA: 1; C2C12 statin: 1; E-sel inducer: 0.8; SIRT5 inh: 3; DENV2 CPE rescue: 3; PglD DTNB: 10

Results for CC(C)NC(=O)N(C)C[C@H]1OCCCC[C@@H](C)Oc2ccc(N(C)C)cc2C(=O)N([C@@H](C)CO)C[C@H]1C ?
ERp5 inh: 5; S100A4 MyoIIA: 12; E-sel inducer: 1.4; SIRT5 inh: 9; DENV2 CPE rescue: 5; PglD DTNB: 2

Results for COc1ccccc1OCCn1c(=O)n(C)c2ccccc21 ?
ERp5 inh: 7; S100A4 MyoIIA: 6; C2C12 statin: 3; SIRT5 inh: -2; DENV2 CPE rescue: -6; PglD DTNB: 6

How did COc1ccc(NC(=O)N(C)C[C@@H]2Oc3ccc(N(C)C)cc3CC(=O)N([C@@H](C)CO)C[C@@H]2C)cc1 do in these assays?
ERp5 inh: -3; S100A4 MyoIIA: 2; C2C12 statin: -23; E-sel inducer: 20; SIRT5 inh: -1; DENV2 CPE rescue: 4; PglD DTNB: 10

Results for C[C@@H]1CN([C@@H](C)CO)C(=O)c2cc(C#CC3(O)CCCC3)cnc2O[C@@H]1CN(C)S(=O)(=O)c1cccc(F)c1 ?
ERp5 inh: -1; S100A4 MyoIIA: 2; E-sel inducer: -0.2; SIRT5 inh: 1; DENV2 CPE rescue: -6; PglD DTNB: 0

How did COc1ccc(N2CS(=O)CC2=O)cc1 (centres undefined) do in these assays?
ERp5 inh: 3; S100A4 MyoIIA: 5; C2C12 statin: 5; SIRT5 inh: 1; DENV2 CPE rescue: inconclusive; PglD DTNB: 5

How did CCCc1ccc(OCc2ccc(C(=O)N3CCN(c4ccccn4)CC3)o2)c(OC)c1 do in these assays?
ERp5 inh: 0; S100A4 MyoIIA: -1; C2C12 statin: 4; SIRT5 inh: 2; PglD DTNB: -1

How did Cc1oc(-c2ccccc2Cl)nc1CS(=O)(=O)CC(=O)NCCc1ccccc1 do in these assays?
ERp5 inh: -6; S100A4 MyoIIA: -6; C2C12 statin: 8; SIRT5 inh: -3; DENV2 CPE rescue: 1; PglD DTNB: 6

How did O=C(N/N=C\c1ccc(F)cc1)c1ccc(Cn2cc(Br)c([N+](=O)[O-])n2)o1 do in these assays?
ERp5 inh: 3; S100A4 MyoIIA: -5; SIRT5 inh: -4; DENV2 CPE rescue: -6; PglD DTNB: 3

Results for COc1cc(-c2noc(C)c2C#Cc2ccc(N)cc2)cc(OC)c1OC ?
ERp5 inh: 2; S100A4 MyoIIA: -2; C2C12 statin: -7; E-sel inducer: 0.1; SIRT5 inh: -4; DENV2 CPE rescue: 1; PglD DTNB: 1

Results for O=C(C1CC1)N1CCCCN2[C@H](CO)[C@@H](c3ccc(C#CC4CC4)cc3)[C@@H]2C1 ?
ERp5 inh: 3; S100A4 MyoIIA: -1; SIRT5 inh: 9; DENV2 CPE rescue: 14; PglD DTNB: 2

What do the screens show for `Cn1ccnc1SCC(=O)N1CCN(S(=O)(=O)c2ccccc2)CC1`?
ERp5 inh: 2; S100A4 MyoIIA: 2; C2C12 statin: 1; SIRT5 inh: 4; DENV2 CPE rescue: -4; PglD DTNB: 3

Results for COCCCN(C(=O)c1cc(-c2ccco2)nc2ccccc12)c1c(N)n(Cc2ccccc2)c(=O)[nH]c1=O ?
ERp5 inh: 8; S100A4 MyoIIA: 12; C2C12 statin: -5; E-sel inducer: 4.2; SIRT5 inh: -5; DENV2 CPE rescue: inconclusive; PglD DTNB: 5

How did CC1CCN(C(=O)CNC(=O)CNS(=O)(=O)c2ccccc2)CC1 do in these assays?
ERp5 inh: 0; S100A4 MyoIIA: -6; C2C12 statin: 5; SIRT5 inh: -3; DENV2 CPE rescue: inconclusive; PglD DTNB: 0

How did CCNC(=O)n1cc(-n2cncn2)c(-c2ccccc2)n1 do in these assays?
ERp5 inh: 2; S100A4 MyoIIA: -2; C2C12 statin: 2; E-sel inducer: 6.5; SIRT5 inh: 0; DENV2 CPE rescue: -5; PglD DTNB: -1

Results for CCN(CC)CCNC(=O)C(=O)Nc1ccc2c(c1)N(S(=O)(=O)c1cccs1)CCC2 ?
ERp5 inh: -4; S100A4 MyoIIA: 1; C2C12 statin: -20; E-sel inducer: 2.4; SIRT5 inh: -1; DENV2 CPE rescue: 9; PglD DTNB: 1

How did Cc1ccc(-c2nnn(C/C(N)=N/O)n2)cc1 do in these assays?
ERp5 inh: 3; S100A4 MyoIIA: -3; E-sel inducer: 0.4; SIRT5 inh: -2; DENV2 CPE rescue: 3

How did COc1ccc(-c2c(-c3cc(OC)cc(OC)c3)n(C)c3ccc(-c4ccn[nH]4)cc23)cc1 do in these assays?
ERp5 inh: -1; S100A4 MyoIIA: -3; C2C12 statin: 20; E-sel inducer: 0.0; DENV2 CPE rescue: 11; PglD DTNB: 4

Results for O=C(NCc1nc2ccccc2[nH]1)C1=C[C@@H](c2csc3ccccc23)C[C@@H](OCCCCO)O1 ?
ERp5 inh: 3&2; S100A4 MyoIIA: -2&-9; C2C12 statin: -10; E-sel inducer: 0.0; SIRT5 inh: 9; DENV2 CPE rescue: -6&9; PglD DTNB: -1

What do the screens show for `CNc1nc(-c2ccc3c(c2)CCN3C(=O)c2ccccc2F)cs1`?
ERp5 inh: 4; S100A4 MyoIIA: -2; DENV2 CPE rescue: -2

Results for COc1cccc(S(=O)(=O)N[C@H]2CC[C@@H](CCN)O[C@@H]2CO)c1 ?
ERp5 inh: 6; S100A4 MyoIIA: 8; C2C12 statin: -9; E-sel inducer: 0.3; SIRT5 inh: 3; DENV2 CPE rescue: 9; PglD DTNB: 0

How did Cc1cc(C(=O)Nc2cccc(C)c2C)c2ccccc2n1 do in these assays?
ERp5 inh: 3; S100A4 MyoIIA: 1; C2C12 statin: 0; DENV2 CPE rescue: -4; PglD DTNB: 3

Results for Cc1ccccc1NC(=O)N(O)C1(C#N)CCCCC1 ?
ERp5 inh: 7; S100A4 MyoIIA: 1; E-sel inducer: -0.1; DENV2 CPE rescue: -5

What do the screens show for `C[C@@H]1CCCCO[C@H](CN(C)C(=O)CCC(F)(F)F)[C@H](C)CN([C@H](C)CO)C(=O)c2cc(NS(C)(=O)=O)ccc2O1`?
ERp5 inh: 1; S100A4 MyoIIA: -3; C2C12 statin: -13; E-sel inducer: -0.2; SIRT5 inh: 2; DENV2 CPE rescue: inconclusive; PglD DTNB: 4

How did C[C@H](CO)N1C[C@H](C)[C@@H](CN(C)Cc2ccccc2)Oc2c(NC(=O)C3CCCCC3)cccc2C1=O do in these assays?
ERp5 inh: -1&4; S100A4 MyoIIA: -2&2; C2C12 statin: -24&-1; E-sel inducer: 0.1&0.0; SIRT5 inh: 18*!; DENV2 CPE rescue: -11&-3; PglD DTNB: 4&-4

Results for COc1cc2c(cc1OC)C(=NO)CCCC2 ?
ERp5 inh: -6; S100A4 MyoIIA: -2; C2C12 statin: -3; SIRT5 inh: -3; DENV2 CPE rescue: 4; PglD DTNB: -1

How did CNS(=O)(=O)c1cc(Br)ccc1S(=O)c1ccccc1C(=O)O (centres undefined) do in these assays?
ERp5 inh: 3; S100A4 MyoIIA: -4; C2C12 statin: 0; E-sel inducer: 0.0; SIRT5 inh: 4; DENV2 CPE rescue: 6
